697 NFkB inh: inhibitors of PMA/ionomycin-induced NF-kB reporter, 697 cells, primary screen, B-cell NF-kB inhibitor project, cell-based, luminescence, uHTS | 697 B-cell NF-kB luciferase reporter, 16 h | inhibition, % at 4 µM | 330,000 compounds, 0.33% hits | AID 435022, 2010; in the data active = inhibition above about 35%
CHOP UPR activ: activators of apoptotic CHOP UPR arm, primary screen, cell-based, CHO-CHOP luciferase reporter, luminescence, uHTS. activation, % at 10 µM. UPR activation; percent of tunicamycin response over DMSO baseline. AID 449763, 2010. 330,000 compounds, 0.34% hits;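 active = at 10 µM dose, activation of 40% or more, normalized to positive control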;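 note: 100% = tunicamycin at 10 µg/mL and 0% = DMSO alone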
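assay system = CHO CHOP reporter cells | amount = 500 CHO-CHOP cells per well | buffer or medium = F12 with 10% FBS | incubation = 16-18 h cell attachment, then 6 h compound exposure, 37 °C | detection = luminescence read with Steady-Glo | read-out = percent activation relative to tunicamycin control | controls = tunicamycin high control, DMSO low control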
tim10-1 inh: growth inhibitors of tim10-1 mutant yeast, primary screen, luminescence, uHTS. S. cerevisiae tim10-1 ts strain growth, BacTiter-Glo, 24 h. inhibition, % at 20 µM. 330,000 compounds, 2.2% hits. AID 463190, 2010;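 active = inhibition of at least 40%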;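 note: mutant grown at 25 °C; 0% = DMSO wells with yeast and 100% = wells holding no yeast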
UPR XBP1 act: activators of adaptive XBP1 UPR arm, primary screen, cell-based, CHO-XBP1 luciferase reporter, luminescence, uHTS. IRE1-XBP1 UPR activation; percent of tunicamycin response, DMSO as zero. activation, % at 20 µM. 330,000 compounds, 0.33% hits;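 active = versus positive control, 20 µM dose yields 30% or more activation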;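 note: 100% = tunicamycin at 10 µg/mL and 0% = DMSO only wells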
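Test system: CHO-XBP1 luciferase reporter cells | Buffer or medium: Serum-containing F12 medium, 10% FBS | Schedule: 6 h compound exposure at 37 °C, 5% CO2 | Detection: Steady-Glo luciferase glow luminescence, 10 min after reagent addition | Read-out basis: Activation, % of tunicamycin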
TIM10 inh: growth inhibitors of isogenic TIM10 control yeast, primary screen, counter-screen for tim10-1 yeast inhibitor project, luminescence, uHTS; S. cerevisiae TIM10 strain growth, BacTiter-Glo luminescence, 24 h; inhibition, % at 10 µM; 330,000 compounds, 1.4% hits; AID 463195, 2010;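 active = inhibition of 40% or more at the single tested concentration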;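 note: wild-type TIM10 isogenic control strain grown at permissive 25 °C; 0% = DMSO yeast wells and 100% = minimal medium wells without yeast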
Jurkat NFkB inh: inhibitors of induced NF-kB luciferase reporter, primary screen, TCR NF-kB activation inhibitor project, cell-based, luminescence, uHTS. Jurkat, PMA/ionomycin-induced NF-kB luciferase reporter. inhibition, % at 4 µM. 330,000 compounds, 0.53% hits; in the data active = inhibition above about 50%
Mdm2 MdmX PPI: inhibitors of human Mdm2-MdmX association, primary screen, cell-based, luminescence, split luciferase, SaOS-2, uHTS | 330,000 compounds, 3% hits | AID 485346, 2010 | inhibition, % at 8 µM | Protein Mdm4 (Homo sapiens) + E3 ubiquitin-protein ligase Mdm2 (Homo sapiens), … | SaOS-2 split-luciferase Mdm2/MdmX complementation;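 active = inhibition of at least 50% at 8 µM in the primary screen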
Target sequence (O15151 whole entry, looked up): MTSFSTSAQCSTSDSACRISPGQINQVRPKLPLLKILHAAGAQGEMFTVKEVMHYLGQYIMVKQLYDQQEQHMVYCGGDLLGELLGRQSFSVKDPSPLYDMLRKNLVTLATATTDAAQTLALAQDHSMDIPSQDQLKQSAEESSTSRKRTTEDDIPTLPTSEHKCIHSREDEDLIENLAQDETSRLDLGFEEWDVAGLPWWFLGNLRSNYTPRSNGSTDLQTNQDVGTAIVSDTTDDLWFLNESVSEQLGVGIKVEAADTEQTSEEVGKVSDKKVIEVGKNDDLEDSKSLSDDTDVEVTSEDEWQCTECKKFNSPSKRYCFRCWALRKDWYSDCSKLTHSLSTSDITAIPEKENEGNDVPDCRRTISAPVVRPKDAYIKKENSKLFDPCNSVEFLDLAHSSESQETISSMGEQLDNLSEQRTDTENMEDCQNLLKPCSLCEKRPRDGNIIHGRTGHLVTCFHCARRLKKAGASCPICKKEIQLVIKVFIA
Target sequence (Q00987 whole entry, looked up): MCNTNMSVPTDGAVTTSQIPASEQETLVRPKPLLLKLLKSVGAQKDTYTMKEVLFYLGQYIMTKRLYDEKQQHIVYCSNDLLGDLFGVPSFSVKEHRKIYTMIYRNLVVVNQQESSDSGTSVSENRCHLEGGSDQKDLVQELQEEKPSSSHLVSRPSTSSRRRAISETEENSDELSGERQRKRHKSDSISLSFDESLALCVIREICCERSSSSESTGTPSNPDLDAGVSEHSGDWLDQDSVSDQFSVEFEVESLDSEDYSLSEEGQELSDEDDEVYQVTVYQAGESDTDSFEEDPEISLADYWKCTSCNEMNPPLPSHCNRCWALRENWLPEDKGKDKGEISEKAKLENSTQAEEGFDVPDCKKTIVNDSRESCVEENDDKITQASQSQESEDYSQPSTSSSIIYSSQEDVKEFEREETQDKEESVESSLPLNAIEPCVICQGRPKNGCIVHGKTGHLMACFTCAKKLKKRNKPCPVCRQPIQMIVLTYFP
tim23-1 inh: growth inhibitors of tim23-1 mutant yeast, primary screen, luminescence, uHTS; S. cerevisiae tim23-1 growth, BacTiter-Glo luminescence, 24 h; inhibition, % at 20 µM; 330,000 compounds, 1.3% hits;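 active = growth inhibition of the mutant yeast at or above 50%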;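 note: temperature-sensitive mutant grown at 25 °C; plate controls were DMSO-treated mutant yeast for no effect and medium wells lacking yeast for full effect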
Active calls of the source: *. Random draw from the library; any-hit rate near 6.6%.

molecule	CHOP UPR activ	tim23-1 inh	tim10-1 inh	TIM10 inh	Mdm2 MdmX PPI	UPR XBP1 act	Jurkat NFkB inh	697 NFkB inh
S=C(Nc1ccccc1)N1CCN(C2CCCCC2)CC1	1.7	-3	-1	10	25	0	12	20
CCCCNC(=O)Cn1c(=O)c2c(ncn2CC)n(Cc2ccccc2)c1=O	0.0	19	-3	11	-10	2	-7	4
CN(C)c1ccc(S(=O)(=O)N(C)C)cc1NC(=O)Cc1cccc2ccccc12	0.9	24	30	-7	-7	-4	1	-3
COc1ccc(S(=O)(=O)N(C)c2ccc(OC(=O)C(C)Oc3ccc(F)cc3)cc2)cc1 (stereo not drawn)	-0.3	3	7	-7	15	-2	0	-10
COc1ccccc1NC(=O)Nc1nc(CC(=O)Nc2ccc(OC)c(OC)c2)cs1	-1.5	-13	-10	-3	2	-2	-6	-17
Cn1nc([N+](=O)[O-])nc1Sc1ccc(Cl)cc1	0.6	48	26	20	3	-2	6	-15
O=C(Cc1ccccc1)Nc1ccccc1C(=O)NCC1CCCO1 (stereo not drawn)	-0.2	6	6	4	10	-3	7	-13
COc1ccc(Br)cc1CN(C)C(=O)C1=CC=CN2CCS(=O)(=O)N=C12	-1.4	-13	-7	-9	14	0	6	14
COc1ccccc1NC(=O)CSc1ncc(CO)n1Cc1ccc(F)cc1	-0.4	1	10	-3	-8	-2	-10	11
Cc1cccc(C2CC(c3ccc(Br)cc3)Nc3nc(N)nn32)c1 (stereo not drawn)	1.4	0	2	0	6	1	4	5
Cc1cccc(NC(=O)C(C)Sc2nc3ccccc3c(=O)n2CCCN2CCOCC2)c1 (stereo not drawn)	-0.3	1	-36	-15	89*	-4	-31	-211
Cc1ccc(-n2cc(C(=O)c3ccc4ccccc4c3O)cn2)cc1	-1.4	6	16	3	9	8	-19	20
COc1ccccc1/C=N/NC(=O)c1cccc(OC(F)(F)C(F)F)c1	6.0	32	27	0	12	1	-8	-7
Cc1ccc(N2CCN(/N=C/c3cccs3)CC2)cc1	2.1	1	0	-4	-12	2	-17	2
CC(=O)Oc1ccc2c(=O)oc(-c3ccccc3C)nc2c1	1.1	41	44*	20	26	0	-5	5
Cc1cc(C)cc(NC(=O)COC(=O)c2n[nH]c3ccccc23)c1	2.5	11	20	28	-31	-1	-35	-41
COc1cc(C=NNC(=O)c2cccnc2)ccc1OC(=O)c1ccccc1F	0.2	-1	4	7	22	6	0	9
N#Cc1ccccc1NC(=O)COC(=O)C1CCN(C(=O)c2ccc(Cl)cc2)CC1	-2.9	11	6	4	-6	-3	8	-5
Cc1cccc(NC(=O)COC(=O)c2ccc(C)c(S(=O)(=O)N3CCCCC3)c2)c1	3.1	22	13	9	-30	-3	-7	12
Cc1c(N=C2C(=O)Nc3ccccc32)c(=O)n(-c2ccccc2)n1C	-0.7	7	10	-4	15	0	14	-1
NC(=O)C1CC(=O)N(c2ccc(OCc3ccc(Cl)cc3)cc2)C1 (stereo not drawn)	4.1	26	35	10	-69	4	-63	6
CCc1cccc(NC(=O)CCNS(=O)(=O)c2ccc3c(c2)oc(=O)n3C)c1	-0.2	8	7	2	29	-3	7	15
FC(F)(F)c1cc(CO[C@@H]2CCCN[C@@H]2c2ccccc2)cc(C(F)(F)F)c1	0.3	-8	-12	7	59*	-8	3	25
Cc1ccc(NC(=S)N/N=C/c2c(C)[nH]c3ccccc23)cc1	2.3	12	28	-13	25	2	-37	-29
NC(=O)c1coc(-c2ccccc2)n1	-0.6	2	14	16	-32	3	4	-20
COc1ccc(-n2c(CNC(=O)COc3ccc(Cl)cc3)n[nH]c2=S)cc1	-0.8	5	-5	-3	1	-4	2	2
CCOC(=O)C1=C(C)NC(C)=C(C(=O)OCC)C1C(=O)OCC(=O)NC1(C#N)CCCCC1	1.3	6	16	3	31	-1	11	11
CCCCn1nc(C(=O)NCC2COc3ccccc3O2)c2ccccc2c1=O (stereo not drawn)	-1.3	22	24	-3	5	1	8	-5
CN1CCN(C(=S)NCCc2ccccc2)CC1	0.8	12	3	12	-1	2	-26	-3
O=C(CCSCCc1ccccn1)Nc1cc(F)ccc1F	-2.4	30	20	4	-3	-1	13	-4
COc1ccc(S(=O)(=O)Nc2c(C)nn(C)c2C)cc1Br	1.4	-4	-22	-7	19	0	4	-2
COc1ccc(OC)c(C(=O)COC(=O)c2[nH]c(C)c(C(C)=O)c2C)c1	3.0	19	5	-2	40	0	2	0

Only Jurkat NFkB inh, UPR XBP1 act and tim10-1 inh, for some of the entries so far:
compound	Jurkat NFkB inh	UPR XBP1 act	tim10-1 inh
CC(=O)Oc1ccc2c(=O)oc(-c3ccccc3C)nc2c1	-5	0	44*
Cc1cc(C)cc(NC(=O)COC(=O)c2n[nH]c3ccccc23)c1	-35	-1	20
COc1cc(C=NNC(=O)c2cccnc2)ccc1OC(=O)c1ccccc1F	0	6	4
N#Cc1ccccc1NC(=O)COC(=O)C1CCN(C(=O)c2ccc(Cl)cc2)CC1	8	-3	6
Cc1cccc(NC(=O)COC(=O)c2ccc(C)c(S(=O)(=O)N3CCCCC3)c2)c1	-7	-3	13
Cc1c(N=C2C(=O)Nc3ccccc32)c(=O)n(-c2ccccc2)n1C	14	0	10
NC(=O)C1CC(=O)N(c2ccc(OCc3ccc(Cl)cc3)cc2)C1 (stereo not drawn)	-63	4	35

Carrying on:
molecule	CHOP UPR activ	tim23-1 inh	tim10-1 inh	TIM10 inh	Mdm2 MdmX PPI	UPR XBP1 act	Jurkat NFkB inh	697 NFkB inh
Cc1ccccc1CSCC(=O)NNC(=S)NCC1CCCO1 (stereo not drawn)	-1.1	7	-1	2	13	-1	9	-5
COc1ccc(S(=O)(=O)N2CCN(c3ccc(F)cc3)CC2)cc1C(=O)N1CCCC1	0.0	11	-12	-5	11	-2	1	-7
COc1cc(NS(=O)(=O)c2c(C)[nH]c(C)c2C(=O)N2CCCCC2)cc(OC)c1OC	2.1	-8	-2	-4	-7	-2	-4	-9
Cc1cc(C)n(-c2nnc(C)n2/N=C/c2cc(Br)ccc2OCc2ccccc2)n1	2.9	46	35	21	20	6	-21	-46
O=C(NC(=S)Nc1ccc(Cc2ccncc2)cc1)c1ccccc1F	0.6	41	27	14	6	1	5	-4
O=c1[nH]c(-c2ccccc2)nc2sc(-c3ccccc3)cc12	4.7	6	6	12	-40	1	10	-159
CS(=O)(=O)Nc1ccc(C2=NN(C(=O)c3cccc(F)c3)C(c3cccs3)C2)cc1 (stereo not drawn)	1.3	31	15	20	-9	-6	6	2
COc1ccc(OC)c(S(=O)(=O)Nc2ccc(C(C)=O)cc2)c1	0.8	7	9	10	14	0	12	14
CCc1ccc2[nH]c(=O)c(CN(Cc3ccc4c(c3)OCO4)Cc3nnnn3C3CCCC3)cc2c1	0.5	26	6	0	64*	10	-1	0
CC(NC(=O)c1ccccc1Br)c1nnc(SCC(=O)NC2=NCCS2)n1C (stereo not drawn)	-0.8	3	-17	6	3	-2	-7	17
Cc1cc(Nc2ccc(Br)cc2F)n2nc(C)nc2n1	-0.6	15	11	-1	20	-1	4	14
O=C1N=c2ccccc2=C1c1sc(NS(=O)(=O)c2ccccc2)nc1O	-0.6	16	20	8	2	0	6	14
Cc1ccc(C(=O)NNC(=O)c2ccccc2O)cc1S(=O)(=O)N1CCCCC1	0.4	17	17	-15	43	2	4	-9
Cc1nc2ccccc2n1C1CCN(CC(=O)Nc2ccccc2Br)CC1	0.3	34	35	39	15	10	13	-27
CCN(CC)C(=O)[C@H]1CC(CC(=O)NC/C=C(\C)CCC=C(C)C)C(=O)N2CCc3c([nH]c4ccccc34)[C@]12C (stereo partly drawn)	6.4	21	26	7	41	1	-12	0
CCc1cc(=O)oc2c(C)c(OCC(=O)NCCN3CCOCC3)ccc12	-2.7	-1	-9	-4	20	-2	14	-4
Cc1cc(C)c(-c2c(O)c3cnn(-c4ccccc4)c3[nH]c2=O)c(C)c1	0.4	6	-4	-8	-16	-1	-13	-6
NC(=O)[C@H]1CC2(CC(c3cccc(NC(=O)COc4ccc(Cl)cc4)c3)=NO2)CN1C(=O)c1ccc(Cl)cc1 (stereo partly drawn)	2.2	11	-4	6	43	2	17	2
Cc1ccc(-c2nn3cnnc3c3ccccc23)cc1C	-0.8	45	36	28	21	0	0	-13

An excerpt of these results, with values under each structure.
Screens in order: CHOP UPR activ, tim23-1 inh, tim10-1 inh, TIM10 inh, Mdm2 MdmX PPI, UPR XBP1 act, Jurkat NFkB inh, 697 NFkB inh
- Cc1ccc(-c2nn3cnnc3c3ccccc23)cc1C
  -0.8, 45, 36, 28, 21, 0, 0, -13
- CC(NC(=O)c1ccccc1Br)c1nnc(SCC(=O)NC2=NCCS2)n1C (stereo not drawn)
  -0.8, 3, -17, 6, 3, -2, -7, 17
- CCc1ccc2[nH]c(=O)c(CN(Cc3ccc4c(c3)OCO4)Cc3nnnn3C3CCCC3)cc2c1
  0.5, 26, 6, 0, 64*, 10, -1, 0
- CCc1cc(=O)oc2c(C)c(OCC(=O)NCCN3CCOCC3)ccc12
  -2.7, -1, -9, -4, 20, -2, 14, -4
- Cc1nc2ccccc2n1C1CCN(CC(=O)Nc2ccccc2Br)CC1
  0.3, 34, 35, 39, 15, 10, 13, -27
